# High-throughput results from PubChem BioAssay.
# STK33 kinase inh – blocks human STK33 kinase activity; inhibition, % at 10 µM; AID 2661; purified STK33, MBP phosphorylation, ADP-Glo luminescence; 0.073% of 320,000 active;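 active = inhibition at or above 25%, using the most active replicate where run in duplicate; inactive = inhibition below 25%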
# Target sequence (Q9BYT3 whole entry, looked up): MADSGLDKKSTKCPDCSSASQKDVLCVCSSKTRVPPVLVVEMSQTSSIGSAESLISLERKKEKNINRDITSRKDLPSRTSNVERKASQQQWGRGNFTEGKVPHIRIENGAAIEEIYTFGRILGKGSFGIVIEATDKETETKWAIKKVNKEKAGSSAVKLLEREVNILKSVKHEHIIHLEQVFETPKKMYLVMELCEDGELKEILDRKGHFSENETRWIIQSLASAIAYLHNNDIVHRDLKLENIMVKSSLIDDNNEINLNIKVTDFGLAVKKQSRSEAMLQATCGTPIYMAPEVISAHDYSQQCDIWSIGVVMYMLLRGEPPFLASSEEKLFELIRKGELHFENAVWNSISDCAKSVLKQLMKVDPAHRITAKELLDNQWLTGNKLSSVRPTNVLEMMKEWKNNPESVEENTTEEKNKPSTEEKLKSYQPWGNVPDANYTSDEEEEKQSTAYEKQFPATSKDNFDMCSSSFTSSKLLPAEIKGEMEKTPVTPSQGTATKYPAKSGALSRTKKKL
# KCNQ2 block – KCNQ2 potassium channel inhibitors, primary screen, cell-based, CHO-K1, FluxOR thallium flux, B-score (AID 2156); O88943; 1.1% of 310,000 active; 20 min; stronger effect = lower value; B-score at 10 µM;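 active = fluorescence ratio B-score at most minus 3 library SDs, with starting brightness B-score within 2 library SDs, cut at about -5.5 in these data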
# OX1R FRET antag – OX1R (human) antagonism; O43613; OX1R-expressing cells, FRET antagonist read-out; inhibition, % at 6.6 µM; 1.8% of 330,000 active; in the data active = inhibition mostly above about 38%, no sharp cut-off; inactive = mostly below about 40%;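 also: 0% = agonist challenge alone and 100% = reference antagonist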
# Target sequence (O43613 whole entry, looked up): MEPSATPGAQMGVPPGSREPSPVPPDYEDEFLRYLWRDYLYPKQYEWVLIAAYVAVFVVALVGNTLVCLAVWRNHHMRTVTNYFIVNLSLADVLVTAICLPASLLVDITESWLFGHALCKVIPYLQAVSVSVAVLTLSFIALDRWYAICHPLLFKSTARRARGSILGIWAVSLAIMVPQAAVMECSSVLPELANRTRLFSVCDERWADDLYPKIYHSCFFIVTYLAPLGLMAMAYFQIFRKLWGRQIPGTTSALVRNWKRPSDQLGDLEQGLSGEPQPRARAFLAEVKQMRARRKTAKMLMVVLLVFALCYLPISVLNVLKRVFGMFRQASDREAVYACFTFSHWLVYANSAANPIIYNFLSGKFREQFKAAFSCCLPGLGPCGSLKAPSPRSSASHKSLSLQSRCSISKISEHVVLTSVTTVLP
# Starred values were filed as active, the others as inactive; i = inactive; / = not tested or not shown.
canonical_smiles,STK33 kinase inh,KCNQ2 block,OX1R FRET antag
COc1ccccc1OCCNC(=O)c1cc(F)c(F)cc1Cl,-4.2,i,3.4
CCOC(=O)NC(N(O)c1cccc(Cl)c1)C(Cl)(Cl)Cl (stereo not given),-1.3,i,4.8
Cc1ccc(S(=O)(=O)N2CCN(C(=O)c3ccccc3OCc3c(C)noc3C)CC2)cc1,-2.4,/,14.9
O=C1CN(C(=O)COC(=O)CNC(=O)c2ccc(Cl)cc2)c2ccccc2N1,0.1,i,-2.3
O=C(NC(=S)Nc1ccc(-c2nc3ncccc3o2)cc1)c1ccccc1F,-1.3,i,12.8
CCOCCn1c(N2CCN(c3ccccc3)CC2)nc2c1c(=O)n(C)c(=O)n2C,-0.6,i,13.8
Cc1c(NC(=O)COC(=O)Cc2ccc(Br)cc2)c(=O)n(-c2ccccc2)n1C,-0.2,/,4.0
O=C(Cc1ccc(S(=O)(=O)N2CCOCC2)s1)N1CCN(c2ccc(C(F)(F)F)cc2[N+](=O)[O-])CC1,-1.2,i,22.6
COCCNC(=S)N/N=C(\C)c1cccc([N+](=O)[O-])c1,-1.7,i,20.1
Cc1cc2nc(C)n(CCCNC(=O)Nc3ccc(F)cc3)c2cc1C,0.6,i,6.2
COc1ccc(NC2CCCN(C(=O)c3ccc(OC)cc3OC)C2)cc1 (stereo not given),-0.4,i,10.8
O=S(=O)(CCN1CCOCC1)c1ccc(Cl)cc1,-4.9,i,17.9
Cn1cc(Br)c(C(=O)NNC(=O)c2ccccc2)n1,-0.9,i,7.5
Cc1ccccc1NC(=O)C(=O)NCCc1ccccc1,-0.7,i,3.6
O=C(/C=C/c1cccc([N+](=O)[O-])c1)NCCN1C(=O)S/C(=C\c2ccc(F)cc2)C1=O,-3.3,i,-3.7
O=C(Nc1ccc(N2C(=O)c3cccc4cccc(c34)C2=O)cc1)c1ccc(N2CCCCC2)c([N+](=O)[O-])c1,0.2,i,33.1
CC1CN=C(NC(=O)c2cccc([N+](=O)[O-])c2)S1 (stereo not given),0.1,i,33.0
O=S(=O)(c1cccc2cccnc12)N1CCN(Cc2ccccc2)CC1,-0.6,i,15.8
O=C(c1ncc[nH]1)c1ccco1,0.5,i,17.4
Cc1nn(C)cc1CN(C)S(=O)(=O)c1cccc([N+](=O)[O-])c1,-0.9,i,24.0
O=C(c1cccc(C(F)(F)F)c1)C1CCCN(C(=O)c2cc(C3CC3)[nH]n2)C1 (stereo not given),-1.1,i,9.6
Cc1ccc(CC(=O)N/N=C/c2ccc3c(c2)OCO3)cc1,1.2,i,17.6
O=C(Cc1ccc(Cl)cc1)N/N=C/c1c(Cl)cccc1Cl,-1.3,i,11.9
Cc1ccc(-n2c(CSc3nc(C)cc(C)n3)nnc2SCC(=O)NCc2ccco2)cc1,-0.6,i,10.8
Cc1c(CCC(=O)N[C@@H](CC(C)C)C(=O)O)c(=O)oc2c(C)c3oc4c(c3cc12)CCCC4,-1.5,i,-7.0
COc1cc(C(=O)O)ccc1O,0.4,i,-0.9
NS(=O)(=O)c1ccc(NC(=O)Nc2ccc(C(F)(F)F)cc2)cc1,-0.8,i,16.4
COc1ccc(CNC(=O)CN2C(=O)CSc3ccc(S(=O)(=O)N4CCOCC4)cc32)cc1,-0.8,i,21.2
CC(C)CNS(=O)(=O)c1ccc(CCC(=O)O)cc1,1.0,i,24.2
CN1CCN(C(=O)c2ccccc2NC(=O)c2cccs2)CC1,-1.1,i,21.4
CCn1nc(NS(=O)(=O)c2cccc3nonc23)c2cc3ccc(C)cc3nc21,0.8,i,30.2
CC(=O)Nc1ccc(SC[C@H](C)CN2CC[C@H](C(C)(C)C)CCC2=O)cc1,0.1,/,10.6
CSC(=NC#N)N1CCN(c2c(C)cccc2C)CC1,-0.6,i,32.3
COc1cc(C(=O)Nc2ccc(C)cn2)ccc1OCC(=O)N1CCOCC1,1.2,/,-0.1
Cc1cccc(NC(=O)C2CCN(S(=O)(=O)c3ccc4c(c3)OCCO4)CC2)n1,-1.2,i,22.8
CC1CCOC2(O1)C(=O)N(CN1CCN(c3cccc(Cl)c3)CC1)c1ccccc12 (stereo not given),-2.0,i,11.6
CN(C)C(=O)CCC(=O)N1CCCC(N2CCN(c3cccc(C(F)(F)F)c3)CC2)C1 (stereo not given),-0.4,i,11.2
COc1ccc(NC(=O)COc2ccc3c(c2)OCO3)cc1,1.0,i,13.8
S=c1nc(-c2ccccc2)n(CCN2CCOCC2)c2c1CCCC2,-6.2,i,16.0
Cc1c(Cl)cccc1-c1ccc(C(=O)N2CCN(c3ccc([N+](=O)[O-])cc3)CC2)o1,-0.1,i,13.2
CC(=O)OC(C(=O)NC1CCCCC1)c1ccc(C)cc1 (stereo not given),0.9,i,26.2
COc1ccc(C(c2nnnn2Cc2ccccc2)N2CCN(c3nc4ccccc4s3)CC2)cc1OC (stereo not given),-1.1,i,16.8
CC(CC(=O)Nc1cccc(Cl)c1)c1ccccc1 (stereo not given),-0.3,i,28.3
COc1ccccc1-n1cnc2c(c1=O)c1nc3ccccc3nc1n2-c1ccc(C)cc1,-1.1,i,8.3
Cc1cc(C(=O)OCC(=O)NCCc2ccccc2)c(C)o1,1.1,i,11.5
O=C(c1cc(-c2ccc3c(c2)OCO3)on1)N1CCOCC1,-1.2,i,12.0
C=CCn1c(C)cc(C(=O)COC(=O)C2CC(=O)N(CCc3ccc(OC)c(OC)c3)C2)c1C (stereo not given),/,i,32.0
CC(=O)c1c(O)cc(=O)n(-c2ccccc2)c1-c1cccc2ccccc12,-1.4,i,21.7
CC(=O)Nc1ccc(S(=O)(=O)NC2(C(F)(F)F)NC(=O)N(C3CCCCC3)C2=O)cc1 (stereo not given),-3.5,i,7.6
COc1ccc(S(=O)(=O)N2CCOCC2)cc1NC(=O)Cc1ccc(Cl)c(Cl)c1,0.1,i,21.0

# (continued)
canonical_smiles,STK33 kinase inh,KCNQ2 block,OX1R FRET antag
CC1(C)c2[nH]c3ccccc3c2C[C@H]2C(=O)N(CCCCCO)CC(=O)N21,-1.4,i,1.5
COc1ccc(C)cc1S(=O)(=O)N(CC(=O)N1CCCC1)c1ccccc1,-2.5,i,14.6
O=C(NC1CSC/C1=N\O)c1ccccc1 (stereo not given),-0.2,i,-4.4
O=C(N[C@H]1CCC(=O)N(CCSc2ccc(Br)cc2)CC1)OCc1ccccc1,-0.1,/,7.4
CCOC(=O)c1c(-c2cccs2)csc1NC(=O)CSc1ncn[nH]1,-0.2,i,22.5
CN(Cc1ccccc1O)CC1CCCN(CCc2ccc(Cl)cc2)C1 (stereo not given),-1.0,-8.98*,4.9
CC1CCCC(NC(=O)C2N(CCCN3CCCC3)C(=O)C3C(C(=O)Nc4cccc(Cl)c4)C4C=CC32O4)C1C (stereo not given),-0.9,i,11.9
Cc1ccc(-c2ccc(CCC(=O)O)n2NC(N)=S)cc1,-2.8,i,5.3
Cc1cc(N2Cc3ccccc3C2)ccc1C=O,3.0,i,12.4
Cc1ccc(NC(=O)CCC(=O)NNS(=O)(=O)c2ccccc2)cc1C,-1.5,i,-2.8
CCCOc1ccc(/C(O)=C2\C(=O)C(=O)N(CCCOC)C23C(=O)N(C)c2ccccc23)cc1 (stereo not given),0.8,i,-7.9
CCOC(=O)c1[nH]c2c(c1-c1ccccc1)C(=O)CC(c1ccc(OCC)cc1)C2 (stereo not given),-1.1,i,7.4
CN(CCO)Cc1csc2ccc(Br)cc12,-0.6,i,13.8
CCOc1ccccc1N(CC(=O)Nc1ccccc1)S(=O)(=O)c1ccccc1,-1.6,i,29.5
COc1ccc(C(=O)O)c(OC)n1,0.2,i,9.7
O=C(O)Cc1ccc(NS(=O)(=O)c2ccc3ccccc3c2)cc1,-1.5,i,2.1
COc1ccc(OC)c(/C=N/n2c(COc3ccccc3)n[nH]c2=S)c1,-0.4,i,/
O=S(=O)(Nc1nc2ccccc2nc1Cl)c1ccccc1C(F)(F)F,-0.3,i,16.4
COC(=O)c1sc2ncn(CC(=O)NCCc3ccc(OC)c(OC)c3)c(=O)c2c1C,-1.4,i,11.0
Cc1ccc(S(=O)(=O)N2CCOCC2)cc1NC(=O)COC(=O)c1ccc(Cl)nc1,-0.6,/,3.4
CC(C)(C)N1CC23C=CC(C[C@@H]2C1=O)O3 (stereo not given in full),0.5,i,4.0
CCOC(=O)c1ccc(Nc2nc(C)cc(C)c2C#N)cc1,3.3,i,3.3
COc1ccc(CN(C)C(=O)CCc2ccc(S(=O)(=O)N3CCCCCC3)cc2)c(OC)c1,-2.3,/,5.7
CC1Cc2ccccc2N1Cc1cccc(S(=O)(=O)N(C)C)c1 (stereo not given),-1.0,i,3.3
CCOC(=O)c1ccc(NC(=O)CCC(=O)NCc2ccco2)cc1,-0.1,i,9.4
O=C(O)C1CC=CCC1C(=O)Nc1cccc(C(=O)N2CCCCC2)c1 (stereo not given),-1.7,i,8.5
CCOC(=O)C(NC(=O)N(C)C)(Nc1sc(C)c(CC)c1C#N)C(F)(F)F (stereo not given),-0.3,i,2.2
Cc1c(Cl)c([N+](=O)[O-])nn1CC(=O)NCC(C)C,1.0,i,24.9
Cc1sc2nc(SCC(N)=O)n(-c3ccccc3)c(=O)c2c1C,-0.2,i,4.3
COc1ccc(-n2cnnc2SCC(=O)Nc2cccc(S(N)(=O)=O)c2)cc1,-2.2,i,6.5
O=C(Nc1nc2c(s1)CCCC2)C1COc2ccccc2O1 (stereo not given),0.6,i,17.1
CC(C)NC(=O)CNc1ccc(C(F)(F)F)cc1[N+](=O)[O-],0.2,i,25.5
CCc1ccccc1NC(=O)c1cc(S(=O)(=O)N2CCCC2)c[nH]1,0.5,i,8.1
COc1ccc(NC(=O)C2CCN(S(=O)(=O)c3ccc4[nH]c(=O)oc4c3)CC2)c(OC)c1,-0.9,i,4.3
CCOC(=O)Cc1csc(N/C(=N/S(=O)(=O)c2cc(Br)ccc2OCC)c2ccccc2)n1,-0.8,i,23.9
O=C(O)c1oc2ccc(Br)cc2c1-n1cccc1,3.5,i,2.3
O=C(Cn1c(=S)[nH]c2ncccc2c1=O)NCCc1ccccc1,-0.6,i,9.5
O=C(O)CC(CC(=O)Nc1ccc(N2CCOCC2)cc1)c1ccccc1 (stereo not given),-0.9,i,0.3
Cc1ccc(S(=O)(=O)NCc2ccc(C(=O)N3CCN(Cc4ccccc4)CC3)cc2)cc1,-0.2,i,11.7
O=C(OCCN1CCOCC1)c1ccccc1Cl,-3.4,i,-1.1

# Just KCNQ2 block, for some of the entries so far:
compound,KCNQ2 block
COc1ccc(OC)c(/C=N/n2c(COc3ccccc3)n[nH]c2=S)c1,i
COc1ccc(C)cc1S(=O)(=O)N(CC(=O)N1CCCC1)c1ccccc1,i
Cc1c(CCC(=O)N[C@@H](CC(C)C)C(=O)O)c(=O)oc2c(C)c3oc4c(c3cc12)CCCC4,i

# Next records
canonical_smiles,STK33 kinase inh,KCNQ2 block,OX1R FRET antag
CC1CCCN(C(=O)c2ccc(CNc3c(N4CCCCC4)c(=O)c3=O)cc2)C1 (stereo not given),-0.7,i,8.3
CCN(CC)C(=O)C1CCCN(Cc2ccc3ccccc3c2)C1 (stereo not given),-0.7,i,13.1
Cc1ccccc1C(=O)OCCN1CCOCC1,1.5,i,2.6
C/C(N)=C(/C#N)C(=O)COC(=O)c1ccc(O)cc1,7.2,i,22.9
O=C(NC1=NCCS1)c1ccc(Cl)c(S(=O)(=O)N2CCOCC2)c1,-0.9,i,16.7
COc1ccc(Cc2nnc(NN)[nH]c2=O)cc1OC,-1.2,i,0.0
O=S(=O)(NCC1CCCO1)c1ccc(S(=O)(=O)N2CCCC2)cc1 (stereo not given),0.9,i,4.8
COc1ccc(CNC(=O)CCN2C(=O)c3ccccc3C2=O)cc1,-1.2,i,7.4
O=S(=O)(Nc1ccc(S(=O)(=O)N2CCCCC2)cc1)c1ccc(Br)s1,0.8,i,43.7
O=C(c1ccc(CS(=O)(=O)c2ccc(Br)cc2)o1)N1CCN(c2ccccn2)CC1,0.6,i,16.3
COc1ccc(-c2csc(NC(=O)c3ccc(N4C(=O)CCC4=O)cc3)n2)cc1OC,-0.3,i,1.6
Cc1ccccc1-c1n[nH]c(=S)n1C,-0.2,i,14.6
CC1=CCC(/C=N\Nc2nnc3c(n2)[nH]c2ccccc23)CC1 (stereo not given),0.0,i,55.4*
O=C(COC(=O)/C=C/c1cccc(C(F)(F)F)c1)NC(c1ccccc1)c1ccccc1,0.5,i,10.2
c1ccc(-c2ccccc2OCCCN2CCOCC2)cc1,0.1,i,7.9
COc1ccc2c(c1)C(NS(=O)(=O)OCC(Cl)(Cl)Cl)CCC2 (stereo not given),-0.4,i,32.5
O=c1[nH]c2ccccc2c2ccccc12,4.3,i,6.9
Cc1cc(N2CCN(Cc3ccccc3)CC2)n2nc(C)c(-c3ccccc3)c2n1,-1.1,i,5.8
Cc1cc(C(=O)NNC(=O)Nc2ccccc2)no1,-1.3,i,5.4
COc1cc(C(=O)NCCOc2cccc(C)c2)c(Br)c(OC)c1OC,0.5,i,12.2
Cc1ccc(C2=NC3(CCCCCC3)NC2=S)cc1,-1.4,i,14.6
COC(=O)c1ccc(NC(=O)CSc2nncc3ccc(OC)c(OC)c23)cc1,-0.3,i,24.0
CCOc1ccc(NC(=O)Nc2nnc(CC)s2)cc1,-0.5,i,27.7
